# From PubChem BioAssay
# MrgX1 agonist: agonists of human MrgX1 receptor, primary screen, HEK293 cells, Fluo-4 calcium flux. Mas-related G-protein coupled receptor member X1 (Homo sapiens), Q96LB2. Fluo-4 calcium fluorescence, agonist mode; stronger effect = higher value. B-score at 10 µM. 310,000 tested, 0.44% active. AID 588627, 2011;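 active = calcium response B-score plate-corrected fluorescence ratio at least 3 library SD, with starting fluorescence B-score inside 5 SD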
# Target sequence (Q96LB2 whole entry, looked up): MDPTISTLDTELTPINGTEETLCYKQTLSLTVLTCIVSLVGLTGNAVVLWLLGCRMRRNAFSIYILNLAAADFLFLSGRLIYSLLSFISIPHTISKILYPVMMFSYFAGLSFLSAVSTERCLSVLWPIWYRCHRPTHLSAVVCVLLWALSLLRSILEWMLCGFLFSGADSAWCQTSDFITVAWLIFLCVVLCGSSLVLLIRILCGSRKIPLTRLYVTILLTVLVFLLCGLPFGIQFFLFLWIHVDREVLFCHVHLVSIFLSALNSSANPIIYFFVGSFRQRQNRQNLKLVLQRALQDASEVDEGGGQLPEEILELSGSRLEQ
#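 Material – MrgX1-expressing HEK293 cells · Input – 15,000 cells seeded per well · Dosing – compound as first of three additions · Times – overnight seeding, then 1 h dark dye loading · Measured by – kinetic Fluo-4 NW fluorescence of intracellular calcium · Read-out – B-scored fluorescence response ratio · Benchmarks – positive and negative control wells on each plate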
# ANO1 activ: TMEM16A chloride channel activators or potentiators, primary screen, cell-based, HTS | Anoctamin-1 (Mus musculus), Q8BHY3 | HEK293 TMEM16A/YFP-H148Q/I152L, iodide quench fluorescence; stronger effect = lower value | B-score at 10 µM | 340,000 tested, 0.3% active | AID 623877, 2012;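 active = fluorescence-ratio B-score plate-corrected deviation score at least 3 library SD below zero, with starting fluorescence score within 5 deviations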;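 note: channel opened by trigger with iodide after compound preincubation; score built on the fluorescence ratio of max minus min over baseline; more negative score means more quench and so TMEM16A activation or potentiation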
# TRPC6 act: mouse TRPC6 channel activators, primary screen, cell-based, HEK293, membrane potential dye. 310,000 tested, 0.13% active. Short transient receptor potential channel 6 (Mus musculus), Q61143. B-score at 10 µM. HEK293-TRPC6 membrane potential dye fluorescence; stronger effect = higher value;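 active = B-score of the integrated fluorescence ratio above library mean plus 3 SD, and starting fluorescence ratio within library mean plus 5 SD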;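 note: higher score means more depolarization so channel activation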
# RGS4 inh: RGS4 inhibitors, primary screen, cell-based, HEK293 M3R inducible RGS4, calcium flux; Regulator of G-protein signaling 4 (Homo sapiens), P49798; Fluo-4 calcium flux; stronger effect = higher value; triggered by carbachol at its EC20; B-score at 10 µM; AID 463165, 2010; 310,000 tested, 0.45% active;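 active = B-score, a plate-corrected calcium signal, over three deviations above library mean, with baseline fluorescence within five deviations of library mean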;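 note: RGS4 expression induced by doxycycline in cells with stable M3 receptor; B-score is computed from the integrated fluorescence ratio over baseline after carbachol; higher B-score means a larger calcium signal and so more RGS4 inhibition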
# Target sequence (P49798 whole entry, looked up): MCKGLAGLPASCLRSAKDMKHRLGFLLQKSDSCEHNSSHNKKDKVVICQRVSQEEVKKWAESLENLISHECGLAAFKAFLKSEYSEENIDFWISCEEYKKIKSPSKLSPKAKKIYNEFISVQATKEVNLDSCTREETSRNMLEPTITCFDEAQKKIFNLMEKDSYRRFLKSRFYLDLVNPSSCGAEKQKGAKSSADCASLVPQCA
# MrgX1 antag: antagonists of human MrgX1 receptor, primary screen, HEK293 cells, Fluo-4 calcium flux | BAM8-22 antagonism; stronger effect = lower value | B-score at 10 µM | 310,000 tested, 1.3% active | AID 588676, 2011;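 active = calcium-response B-score plate-corrected more than 3 library SD below zero, starting fluorescence within 5 deviations, no agonist response on first addition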;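 note: peak minus trough fluorescence over baseline after final BAM8-22 challenge near maximal dose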
# TRPC4 act: activators of mouse TRPC4 channel, primary screen, Fluo4 calcium, HEK293 TRPC4beta/mu-opioid cells; Fluo4 calcium fluorescence; stronger effect = higher value; 310,000 tested, 0.49% active; Short transient receptor potential channel 4 (Mus musculus), Q9QUQ5; B-score at 10 µM;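 active = B-score above 5 SD of library B-scores, and initial fluorescence ratio not above library mean plus 5 SD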;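 note: positive B-score marks a calcium rise read as TRPC4 activation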
#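 Material: HEK293 stable line with TRPC4beta plus mu-opioid receptor; technique: Fluo4 calcium-sensitive dye fluorescence, kinetic, 1 Hz baseline; timing: Fluo4 dye loading 45 min at room temperature, 110 s recording; controls: assay buffer as low control, maximal DAMGO as high control; read-out: integrated baseline-normalised fluorescence ratio, converted to per-well B score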
# TMEM16A inh: TMEM16A chloride channel inhibitors, primary screen, cell-based, HTS; HEK293 TMEM16A/YFP iodide influx fluorescence, ionomycin; normalized B-score (activity score, 25-100; higher = stronger inhibition) at 10 µM; 310,000 tested, 1.2% active;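 active = ratio plate-corrected score three or more library SD toward inhibition, starting fluorescence score within five deviations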;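 note: score derived from kinetic fluorescence span divided by baseline fluorescence per well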
# MrgX1 PAM: positive allosteric modulators of MrgX1, primary screen, HEK293 cells, Fluo-4 calcium flux. AID 588675, 2011. B-score at 10 µM. 310,000 tested, 0.63% active. FDSS; stronger effect = higher value. Mas-related G-protein coupled receptor member X1 (Homo sapiens), Q96LB2;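 active = plate-corrected calcium response at least 3 library SD above typical, normal starting fluorescence, not activating the receptor alone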;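 note: compound read alongside a low EC10 to EC30 dose of BAM8-22 agonist; peak minus trough fluorescence over baseline measured at the second addition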
# TRPC6 inh: mouse TRPC6 channel inhibitors, primary screen, cell-based, HEK293, membrane potential dye. Short transient receptor potential channel 6 (Mus musculus), Q61143. ACh-evoked depolarization; stronger effect = lower value. B-score at 10 µM. 310,000 tested, 1.1% active. AID 2553, 2010;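 active = B-score under library mean minus 3 SD, initial fluorescence not abnormally high, positive integrated signal ratio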;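 note: B-score derived from integrated fluorescence ratio over the kinetic read; more negative B-score means stronger inhibition of depolarization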
# TRPC4 PAM: positive allosteric modulators of TRPC4, primary screen, cell-based, mouse TRPC4beta, HEK293 mu-opioid, Fluo-4 calcium. Short transient receptor potential channel 4 (Mus musculus), Q9QUQ5. DAMGO EC20, Fluo-4 Ca2+ flux; stronger effect = higher value. B-score at 10 µM. 310,000 tested, 0.42% active. AID 2227, 2009;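 active = B-score of calcium response area above 5 SD of library B-scores, with initial fluorescence ratio within 5 SD of library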;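 note: B-score of integrated fluorescence ratio over time as area under calcium response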
# TRPC4 block: inhibitors of mouse TRPC4 channel, primary screen, Fluo4 calcium, HEK293 TRPC4beta/mu-opioid cells; Short transient receptor potential channel 4 (Mus musculus), Q9QUQ5; DAMGO-evoked Fluo4 calcium flux; stronger effect = lower value; B-score at 10 µM; 300,000 tested, 0.39% active;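 active = B-score over 3 SD under the library average, no early fluorescence shift, positive overall ratio signal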
#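 Assay system – HEK293 line stably carrying TRPC4beta and mu-opioid receptor · Doses – single dose · Detection – Fluo4 calcium-dye fluorescence, kinetic read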
# Starred values were filed as active, the others as inactive; i = inactive; nt = no result given.
SMILES,MrgX1 agonist,ANO1 activ,TRPC6 act,RGS4 inh,MrgX1 antag,TRPC4 act,TMEM16A inh,MrgX1 PAM,TRPC6 inh,TRPC4 PAM,TRPC4 block
N#Cc1ccc(C23CC4(C2)[C@H](CN(CC2CCCCC2)[C@@H]4c2ccccc2)C3c2ccc(C(F)(F)F)cc2)cc1 (some centres not stated),nt,nt,i,i,nt,i,nt,nt,i,i,i
C=CCn1c(CSc2nnc(-c3ccccc3)n2C)n[nH]c1=S,i,i,i,i,i,i,i,i,i,i,i
CCc1cccc2c(C(=O)COC(=O)c3nccnc3N)c[nH]c12,i,i,i,i,i,i,i,i,i,i,i
FC(F)Sc1ccc(-n2c(-c3ccc(Cl)cc3)c[n+]3c2CCC3)cc1,i,i,i,i,i,i,i,i,i,i,i
C[C@]12C(=O)N(c3cccc(F)c3)C(=O)N1[C@@H]1c3ccccc3OC[C@@H]1[C@H]2c1ccccc1,i,i,i,i,i,i,i,i,i,i,i
CCOc1ccc(-c2cc(C(=O)NCCCN3CCCC3)c3ccccc3n2)cc1,i,i,i,i,i,i,i,i,i,i,i
O=[N+]([O-])c1cccnc1Oc1ccc(F)cc1F,i,i,i,i,i,i,i,i,i,i,i
COc1ccc(-c2noc(=O)n2Cc2ccccc2F)cc1,i,i,i,i,i,i,i,i,i,i,i
O=C(CC1C(=O)OCC2CCCCN21)Nc1ccccc1C(F)(F)F (configuration not stated),i,i,i,i,i,i,i,i,i,i,i
COc1ccc(Nc2ncccc2C(=O)NCc2ccccc2)cc1,i,i,i,i,i,i,i,i,i,i,i
COc1ccc(Nc2ncnc3c2cnn3-c2ccccc2)cc1OC,i,i,i,i,i,i,i,i,i,i,i
O=C(COc1ccc(S(=O)(=O)N2CCCC2)cc1)N1CCCC1,i,i,i,i,i,i,i,i,i,i,i
Cc1ccc(SCC(=O)O/N=C(\N)c2cccnc2)cc1,i,i,i,i,i,i,i,i,i,i,i
CCCCN(C(=O)c1cc2ccccc2o1)c1c(N)n(CC(C)C)c(=O)[nH]c1=O,i,i,i,i,i,i,i,i,i,i,i
CC(=O)c1ccc(Nc2ncnc3c2oc2ccccc23)cc1,i,i,i,i,i,i,i,i,i,i,i
CCOC(=O)C1=C(c2ccccc2)N(C)C(=O)NC1c1ccc(OC(F)F)c(OC)c1 (configuration not stated),i,i,i,i,i,i,i,i,i,i,i
COc1cc(SC)ccc1C(=O)N1CCN(Cc2ccc3c(c2)OCO3)CC1,i,i,i,i,i,i,i,i,i,i,i
Cc1cc(C)cc(Oc2ccc(C(F)(F)F)cc2C#N)c1,i,i,i,i,i,i,i,i,i,i,i
Cc1cccc(NCc2cc(Cl)cc(Cl)c2O)n1,i,i,i,i,i,i,i,i,i,i,i
CCOc1ccc(/C(O)=C2\C(=O)C(=O)N(c3ccc(OC)cc3)C2c2ccccc2[N+](=O)[O-])cc1 (configuration not stated),i,i,i,i,i,i,i,i,i,i,i
COC(=O)COc1ccc2c(=O)c(-c3ccccc3OC)coc2c1,i,i,i,i,i,i,i,i,i,i,i
O=C(Cn1cc(C(F)(F)F)ccc1=O)N/N=C/c1ccccc1O,i,i,i,i,i,i,i,i,i,i,i
CCCNC(=O)COC(=O)c1n[nH]c2ccccc12,i,i,i,i,i,i,i,i,i,i,i
O=C(O)c1cccc(S(=O)(=O)Nc2cc(Cl)ccc2Cl)c1,i,i,i,i,i,i,i,i,i,i,i
CSc1nsc(NC(=O)Nc2ccccc2)n1,i,i,i,i,i,i,100*,i,i,i,i

# (next part)
SMILES,MrgX1 agonist,ANO1 activ,TRPC6 act,RGS4 inh,MrgX1 antag,TRPC4 act,TMEM16A inh,MrgX1 PAM,TRPC6 inh,TRPC4 PAM,TRPC4 block
CC(C)NC(=O)c1onc(CSc2nc3ccccc3[nH]2)c1C(=O)NC(C)C,i,i,i,i,i,i,i,i,i,i,i
COc1cc(C(=O)N/C(=C\c2cn(S(=O)(=O)N(C)C)c3ccccc23)C(=O)N2CCCC2)cc(OC)c1OC,i,i,i,i,i,i,i,i,i,i,i
COc1ccc(OCCC(=O)OCC(=O)NC(=O)NC(C)C)cc1,i,i,i,i,i,i,i,i,i,i,i
Cc1ccc(S(=O)(=O)N/N=C/c2ccc(OCC(=O)Nc3ccccc3Cl)cc2)cc1,i,i,i,i,i,i,i,i,i,i,i
NNC(=S)Nc1cccc(-c2n[nH]c(=S)o2)c1,i,i,i,i,i,i,i,i,i,i,i
Cc1ccc(C(=O)NCCc2nnc(SCC(=O)Nc3cccc(C(=O)O)c3)n2C)cc1,i,i,i,i,i,i,i,i,i,i,i
COc1ccc(S(=O)(=O)N2CCCC(C(=O)NCc3ccncc3)C2)cc1 (configuration not stated),i,i,i,i,i,i,i,i,i,i,i
CC(=O)Nc1ccc(S(=O)(=O)N2CCN(C(=O)N3CCCCC3)CC2)cc1,i,i,i,i,i,i,i,i,i,i,i
CC(CCc1ccccc1)NC(=O)CN1CCN(Cc2ccccc2)C1=O (configuration not stated),i,i,i,i,i,i,i,i,i,i,i
CN(C)NC(=O)C(NC(=O)c1ccc(N)cc1)C12CC3CC(CC(C3)C1)C2 (configuration not stated),i,i,i,i,i,i,i,i,i,i,i
Cn1cc(C(=O)C(=O)N2CCOCC2)c2ccccc21,i,i,i,i,i,i,i,i,i,i,i
O=C(O)c1ccc(Cl)c(S(=O)(=O)N(Cc2ccccc2)c2ccc(F)cc2)c1,i,i,17*,i,i,i,i,i,i,i,i
CCCCNC(=O)c1c(C)cc(=O)oc1C,i,i,i,i,i,i,i,i,i,i,i
COC(=O)c1cccc(OCC(O)Cn2ccnc2)c1 (configuration not stated),i,i,i,i,i,i,i,i,i,i,i
COc1ccc(NC(=S)N2CCC(c3nc4ccc(Cl)cc4[nH]3)CC2)c(OC)c1,i,i,i,i,i,i,i,i,i,i,i
O=C(C1=C[C@@H](c2ccc3c(c2)OCO3)C[C@@H](OCCCCO)O1)N1CCOCC1,i,i,i,i,i,i,i,i,i,i,i
CC(Cc1c[nH]c2ccccc12)NC(=O)OCCCl (configuration not stated),i,i,i,i,i,i,i,i,i,i,i
Cc1cc(C)n(-c2ccc(F)cc2CN2CCN(Cc3ccccc3)C(CCO)C2)n1 (configuration not stated),i,i,i,i,i,i,i,i,i,i,i
CCn1c(C)nc2c(=O)oc3ccccc3c21,i,i,i,i,i,i,i,i,i,i,i
Cc1cc(=O)oc(C)c1C(=O)O,i,i,i,i,i,i,i,i,i,i,i
COc1ccccc1COc1ccc2c(C)c(CC(=O)O)c(=O)oc2c1C,i,i,i,i,i,i,i,13*,i,i,i
COc1cccc(-c2nc3n(n2)C(c2ccccc2Cl)C(C(N)=O)=C(C)N3)c1 (configuration not stated),i,i,i,i,i,i,i,i,i,i,i
O=C(CSCCNS(=O)(=O)c1ccccc1)Nc1ccccc1,i,i,i,i,i,i,i,i,i,i,i
OC(CNCc1ccc(F)cc1)(c1ccc(F)cc1)c1ccc(F)cc1,i,i,i,i,i,i,i,i,i,i,i
CCCC(=O)N(CCc1ccc(OC)cc1)Cc1nc2ccccc2c(=O)[nH]1,i,i,i,i,i,i,i,i,i,i,i

# Next part
SMILES,MrgX1 agonist,ANO1 activ,TRPC6 act,RGS4 inh,MrgX1 antag,TRPC4 act,TMEM16A inh,MrgX1 PAM,TRPC6 inh,TRPC4 PAM,TRPC4 block
Cc1cccc(OCCCn2c(CCNC(=O)C(C)C)nc3ccccc32)c1,i,i,i,i,i,i,i,i,i,i,i
CC(CCc1ccccc1)NC(=O)COC(=O)c1cccc(N(C)C)c1 (configuration not stated),i,i,i,i,i,i,i,i,i,i,i
C#CCN1C(=O)S/C(=C/C=C/c2ccc(N(C)C)cc2)C1=O,i,i,nt,nt,-5.3*,nt,i,i,nt,nt,nt
Cc1ccc(C)c(OCCC(=O)OCC(=O)N2CCN(c3ccccc3)CC2)c1,i,i,i,i,i,i,i,i,i,i,i
Cc1cc(C)nc(Nc2n[nH]c(COc3cccc4ccccc34)n2)n1,nt,i,i,i,nt,i,nt,nt,i,i,i
CCOC(=O)c1ccc2ncc(-c3ccccc3)nc2c1,nt,i,i,i,nt,i,nt,nt,i,i,i
O=C(O)CCN(CCC(=O)O)c1nnc(SCc2ccccc2)s1,i,i,i,i,i,i,i,i,i,i,i
COc1ccc(-c2ccc(NS(=O)(=O)c3cc([N+](=O)[O-])c(C)c([N+](=O)[O-])c3)cc2)nn1,i,i,i,i,i,i,i,i,i,i,i
O=C(/C=C/c1cccc([N+](=O)[O-])c1)NCCSCc1cccc(Cl)c1,i,i,i,i,i,i,100*,i,i,i,i
Cc1cc(C)cc(NC(=S)NCc2ccncc2)c1,i,i,i,i,i,i,i,i,i,i,i
CCC1CCCCN1S(=O)(=O)c1ccc(C(=O)N(CCCN(C)C)c2nc3cc4c(cc3s2)OCO4)cc1 (configuration not stated),i,i,i,i,i,130*,i,i,i,i,i
O=C(NCCc1ccc(C(F)(F)F)cc1)C1CCC(=O)N(CCCc2ccccc2)C1 (configuration not stated),i,i,i,i,i,i,i,i,i,i,i
CC(=O)N1CCN(c2ccccc2NC(=O)c2ccc(Br)o2)CC1,i,i,i,i,i,i,i,i,i,i,i
Nc1nc(Cl)cc(=O)n1Cc1ccc(Cl)cc1,i,i,i,i,i,i,i,i,i,i,i
O=C1C(=O)c2ccccc2C(O)=C1CCCCl,i,i,i,i,i,i,i,i,i,i,i
CC(=O)NS(=O)(=O)c1ccc(NC(=S)Nc2ccccc2)cc1,i,i,i,i,i,i,i,i,i,i,i
